# From PubChem BioAssay
# GAA850 FXN act: FXN promoter activators, primary screen, cell-based, luciferase luminescence, HEK293 lucGAA850. HEK293 lucGAA850 FXN promoter luciferase reporter, 24 h; percent of 10 µM SAHA response. activation, % at 6 µM. hit rate 0.56% among 360,000. AID 540364, 2011;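 active means activation above the average of all compounds screened plus 3 SD, cutoff fixed separately per campaign, cut at about 7.5% in these data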;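 further: 0% = DMSO wells and 100% = 10 µM SAHA wells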
# ADAM10 inh: human ADAM10 inhibitors, primary screen, biochemical, QFRET, HTS; Disintegrin and metalloproteinase domain-containing protein 10 (Homo sapiens), O14672; recombinant ADAM10, EDANS/DABCYL FRET peptide cleavage, 3 h; inhibition, % at 7 µM; hit rate 0.62% among 370,000;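 active means inhibition above a per-campaign cutoff equal to the mean of compounds falling between control-based bounds plus 3 SD, cut at about 20% in these data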;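 further: 0% = DMSO wells while the 100% control is not disclosed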
# DAX1 inh-1: DAX1 (NR0B1) inhibitors on StAR promoter, primary screen, cell-based, luminescence, SF-1 (NR5A1), full-length DAX-1; HEK293T StAR-luciferase reporter, SF-1/DAX-1 repression relief; inhibition, % at 6.8 µM; hit rate 1.1% among 370,000; AID 652010, 2013;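 active means inhibition above the mean over all tested compounds plus 3 SD, cut at about 3.6% in these data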;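 further: 0% = DAX-1 cells with DMSO and 100% = cells lacking DAX-1 with DMSO; higher inhibition means more luminescence from relief of DAX-1 repression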
# hcDAF12 agonist: H. contortus DAF-12 nuclear receptor activators, primary screen, cell-based, luminescence, HEK293, lit1-tk-luc reporter; activation, % at 6.8 µM; HEK293 hcDAF-12 lit1-tk-luc reporter; 0% DMSO, 100% Δ7-dafachronic acid; hit rate 1.4% among 370,000; AID 652067, 2013;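 active means activation above the mean of all tested compounds plus 3 SD, cut at about 5.5% in these data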;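 further: 100% = response to 3 µM Δ7-dafachronic acid high control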
# hgDAF12 agonist: H. glycines DAF-12 receptor agonists, primary screen, cell-based, luminescence, HEK293, GAL4 fusion, UAS-luciferase. HEK293 GAL4-hgDAF12 UAS-luciferase reporter, agonist luminescence; normalized to butyrate control. activation, % at 6.8 µM. hit rate 1.8% among 370,000. AID 687014, 2013;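 active means activation above a cutoff set at the mean of all screened compounds plus 3 SD, cut at about 10% in these data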;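 further: 0% = DMSO wells and 100% = sodium butyrate wells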
# GC-B act: human GC-B receptor activators, primary screen, HEK293 GC-B cells, cGMP TR-FRET, EC30 CNP. Atrial natriuretic peptide receptor 2 (Homo sapiens), P20594. 0% at EC30 CNP, 100% saturating CNP. activation, % at 10 µM. hit rate 0.11% among 370,000;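 active means activation at 10 µM reaching about 35% in either raw or pattern-adjusted values, limit read from the data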
# Target sequence (P20594 whole entry, looked up): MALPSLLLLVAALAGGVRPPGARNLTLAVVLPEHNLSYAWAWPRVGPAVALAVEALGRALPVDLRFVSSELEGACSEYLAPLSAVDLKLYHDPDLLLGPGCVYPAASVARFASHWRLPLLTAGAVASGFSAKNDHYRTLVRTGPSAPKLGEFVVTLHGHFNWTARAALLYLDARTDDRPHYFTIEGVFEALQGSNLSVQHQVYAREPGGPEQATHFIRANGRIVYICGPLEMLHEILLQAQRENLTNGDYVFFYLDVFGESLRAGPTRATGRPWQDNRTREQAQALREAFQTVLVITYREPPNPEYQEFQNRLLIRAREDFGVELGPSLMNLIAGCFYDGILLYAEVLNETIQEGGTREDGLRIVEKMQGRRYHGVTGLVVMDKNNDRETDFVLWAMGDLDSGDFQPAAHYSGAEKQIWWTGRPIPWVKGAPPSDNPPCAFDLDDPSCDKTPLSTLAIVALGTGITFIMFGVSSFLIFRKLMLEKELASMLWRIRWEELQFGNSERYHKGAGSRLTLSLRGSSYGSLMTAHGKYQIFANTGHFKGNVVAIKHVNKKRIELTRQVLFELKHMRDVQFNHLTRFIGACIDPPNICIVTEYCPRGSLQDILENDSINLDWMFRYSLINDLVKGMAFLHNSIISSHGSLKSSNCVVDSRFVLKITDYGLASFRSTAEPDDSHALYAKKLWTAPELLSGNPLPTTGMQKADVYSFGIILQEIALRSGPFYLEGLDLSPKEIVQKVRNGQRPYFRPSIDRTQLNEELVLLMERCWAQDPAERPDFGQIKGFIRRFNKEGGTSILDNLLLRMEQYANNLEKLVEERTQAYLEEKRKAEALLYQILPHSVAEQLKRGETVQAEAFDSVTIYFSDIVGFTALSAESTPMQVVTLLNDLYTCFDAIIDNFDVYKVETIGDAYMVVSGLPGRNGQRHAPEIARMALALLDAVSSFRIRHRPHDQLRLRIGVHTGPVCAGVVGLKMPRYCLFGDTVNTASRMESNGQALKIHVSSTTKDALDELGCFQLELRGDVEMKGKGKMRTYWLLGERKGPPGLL
# ssDAF-12 act: S. stercoralis DAF-12 nuclear receptor activators, primary screen, cell-based, luminescence, HEK293, GRIP1 co-expression, lit1-tk-luc; Nuclear hormone receptor DAF-12 (Strongyloides stercoralis); HEK293 ssDAF-12/GRIP1 lit1-tk-luc reporter; % of 3 µM dafachronic acid response; activation, % at 6.8 µM; hit rate 1% among 370,000; AID 652126, 2013;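 active means activation above the mean over all tested compounds plus 3 SD, cut at about 0.9% in these data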;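 further: 0% = DMSO-only wells and 100% = 3 µM delta7-dafachronic acid wells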
# GC-A act: GC-A stimulated cGMP production enhancers – HEK293 GC-A cells, cGMP TR-FRET, EC30 ANP, primary screen; Atrial natriuretic peptide receptor 1 (Homo sapiens), P16066; AID 1671463, 2021; 0% at EC30 ANP, 100% saturating ANP; activation, % at 10 µM; hit rate 0.14% among 370,000; in the data active means activation above about 40%
# DAX1 inh-2: DAX1 (NR0B1) inhibitors, primary screen, cell-based, HEK293, Gal4-DAX1, luciferase luminescence; Nuclear receptor subfamily 0 group B member 1 (Homo sapiens), P51843; HEK293 Gal4-DAX1 luciferase reporter; inhibition, % at 6.75 µM; hit rate 0.99% among 340,000; AID 504766, 2011;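 active means inhibition above the mean over all tested compounds plus 3 SD, cut at about 4.2% in these data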;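 further: 0% = DAX1-transfected cells with DMSO and 100% = empty-vector control cells with DMSO; inhibition shows as a rise in luminescence from relieved DAX1 repression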
# SMARCA2 act: SMARCA2 (BRM) function activators, primary screen, cell-based, luminescence, high throughput | MG213 cells, MMTV-luciferase reporter, dexamethasone, overnight | activation, % at 9.1 µM | hit rate 1% among 370,000; in the data active means activation above about 7.8%;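 further: 0% = vehicle wells and 100% = reference activator wells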
# HGIII-sPLA2 inh: human group III sPLA2 inhibitors, primary screen, biochemical, QFRET, BODIPY PC-A2 liposome substrate | Group 3 secretory phospholipase A2 (Homo sapiens), Q9NZ20 | QFRET BODIPY PC-A2 liposome hydrolysis, fluorescence | inhibition, % at 12.2 µM | hit rate 0.56% among 370,000;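 active means inhibition above mean plus 3 SD of compounds lying within the high and low control bounds, cut at about 19% in these data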;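 further: 0% = median of test compound wells and 100% = no enzyme DMSO wells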
# Active calls of the source: *; . = no result given.
canonical_smiles	HGIII-sPLA2 inh	GC-A act	GC-B act	ssDAF-12 act	SMARCA2 act	hcDAF12 agonist	DAX1 inh-1	DAX1 inh-2	GAA850 FXN act	hgDAF12 agonist	ADAM10 inh
O=C(NNC(=O)C1CCN(Cc2ccc(Cl)c(Cl)c2)CC1)c1cccs1	-4	-2	-1	-1.2	-1	-2.1	0.1	-2.7	0.2	-2.2	1
COc1ccc2[nH]c(=O)c(CN(Cc3cccs3)Cc3nnnn3Cc3ccccc3)cc2c1	-14	-26	-20	-1.5	-1	-2.4	0.0	-1.0	5.0	-3.2	-47
O=C(COC(=O)c1c2c(nc3ccccc13)/C(=C/c1ccco1)CC2)NC1CCCC1	-5	-21	-4	-1.0	0	-1.8	-0.6	0.1	1.9	0.0	-12
CCC(C)Sc1nnc(CNS(=O)(=O)c2ccc(F)cc2)n1C (centres undefined)	1	1	5	-1.5	2	-1.6	-1.8	0.9	-1.6	-5.2	-6
O=C(C=Cc1ccc2c(c1)OCO2)C1CC1	0	-1	6	-0.5	-2	1.8	0.7	3.1	0.2	-0.1	-67
COCCCNC(=O)c1ccc(-c2nc3ccccc3nc2-c2ccccc2)cc1	-1	-1	2	-1.4	0	-1.9	-0.8	.	1.1	-3.2	-126
O=C1CC(N2CCN(c3ccc(C(=O)c4ccc(F)cc4)cc3)CC2)C(=O)N1 (centres undefined)	2	3	-1	-1.1	3	1.2	-1.4	-0.2	2.9	2.4	5
OC[C@@H]1CN(Cc2ccc(Cl)cc2)C[C@H](n2cnc3c(NCc4ccc(F)cc4)ncnc32)O1	-18	0	4	-0.9	-4	-0.9	-1.8	.	-1.2	-6.5	12
COc1ccc(C2C3=C(N=C4SCC(=O)N42)c2ccccc2CC3)cc1 (centres undefined)	-10	-2	1	0.1	0	1.0	0.6	-0.4	2.0	2.9	-25
CCOC(=O)N1CCN(C(=S)NC)CC1	4	1	1	-1.6	3	-1.5	0.4	-0.1	-0.3	-1.8	5
CCCCN(C(=O)C1CC(=O)N(CCc2ccc(OC)c(OC)c2)C1)c1c(N)n(CC(C)C)c(=O)[nH]c1=O (centres undefined)	-6	-2	-3	-0.5	-2	-1.5	0.6	0.4	-0.1	-0.2	-8
O=C(Nc1ccc(-c2nc3cccnc3s2)cc1)c1ccc(Cl)nc1	12	-5	-1	-0.8	0	0.2	1.4	1.3	4.4	3.8	-36
Cc1nn(C(=O)c2ccco2)c(C)c1Sc1ccc(Cl)cc1	16	0	6	-1.3	-2	0.5	0.2	-0.3	1.4	-1.6	-7
CC1(C)CC2CC(C)(CN2C(=O)COC(=O)c2cccc([N+](=O)[O-])c2)C1 (centres undefined)	-6	-1	2	-0.5	-2	0.4	-0.7	0.8	-0.1	2.3	-3
CC(=O)N1CCN(Cc2ccc(Br)s2)CC1	5	-1	5	-0.9	-1	-1.6	-0.3	-0.4	1.9	3.1	2
CCCCCCCCN1C(=O)[C@@H](CC(=O)NCCCN2CCCC2=O)C[C@@]2(C(=O)OC)C1=C[C@H](COCc1ccccc1)O[C@@H]2C	-8	4	10	-1.4	-1	0.8	-0.8	.	.	-0.4	-1
COc1ccccc1/C=C/C(=O)Nc1ccc(N2CCOCC2)cc1	4	-2	-3	-1.0	-2	-1.1	0.1	-0.3	-1.7	1.6	4
COc1ccccc1C(=O)NCCC(=O)N1CCCCC1	9	3	5	-0.6	-4	-0.8	-0.2	-0.8	1.0	-1.1	-15
CCn1ncc([N+](=O)[O-])c1C(=O)n1nc(C)cc1C	12	3	6	-0.9	3	1.9	0.1	-0.6	3.6	0.8	-4
Cc1onc(-c2ccccc2Cl)c1C(=O)Nc1cccc(S(=O)(=O)NC2=NCCC2)c1	-7	4	5	-1.2	-3	0.1	-0.6	-0.7	2.2	-2.9	4
CC(C)c1nnc(NC(=O)c2cccc(NC(=O)C(F)(F)F)c2)s1	7	-1	-2	-1.1	2	2.3	2.4	2.8	6.6	12*	-9
CN(CC(=O)Nc1nc2ccc(F)cc2s1)S(=O)(=O)c1ccc(Cl)cc1	-17	14	-4	0.0	-3	4.5	0.5	0.0	2.6	1.0	10
Cc1ccc(N/C=C/C(=O)c2cccs2)cc1	-21	5	0	1.4*	4	10*	8.3*	-3.5	-1.6	22*	-9
CN(C)S(=O)(=O)c1cccc(COC(=O)c2ccc3c(c2)OCO3)c1	-2	3	-2	0.5	-3	0.2	0.2	-0.6	3.7	0.2	9
Cc1ccc(C)c(SCC(=O)NC(=O)Nc2ccc3c(c2)OCCO3)c1	-12	4	3	-1.1	1	-1.9	-0.5	-1.3	3.1	-2.0	5
O=C(O)[C@H](CO)Nc1ncnc2sc3c(c12)CCC3	1	1	3	-0.7	2	-2.6	0.5	-0.1	-0.5	0.1	-2
COc1cccc(-n2cnc3sc4c(c3c2=O)CCC4)c1	1	2	2	-1.6	0	-1.1	-0.2	1.2	3.9	0.6	1
COc1cc(-c2ccc3c(=O)c4ccccc4n(C)c3c2)cc(OC)c1OC	-13	19	22	-2.1	1	-4.3	-0.7	-2.0	-2.8	-5.5	-156
Cc1ccc(NC(=O)CN(C)C2CCCCC2)cc1Cl	-1	-5	0	-1.0	0	-1.0	-0.1	1.1	-0.5	1.7	0
COCC(N)(c1ccccc1)c1nc2ccccc2n1C (centres undefined)	2	-13	-7	-1.1	-2	-0.7	-1.1	-1.0	-0.3	-0.1	-5
O=C1C=CC(=NN=C(c2ccccc2)c2ccccc2)C=C1	-27	0	-6	-0.9	0	-1.6	0.7	.	.	1.4	-349
C=CCn1cnc2c(nnn2Cc2ccc(F)cc2)c1=O	-1	8	5	-0.7	-2	-2.2	0.4	4.6*	1.3	0.3	2
Cc1ccc(NC(=O)c2ccc(NS(=O)(=O)c3c(C)noc3C)cc2)cc1C	-22	7	8	-0.8	1	1.1	-0.1	-0.3	4.1	-0.8	5
CCOc1cc(N2CCOCC2)c(OCC)cc1NC(=O)CN1CCSC1=O	8	-1	0	-0.6	0	-1.5	-1.9	0.2	0.8	-0.4	-5
COc1ccc(/C(C)=N/NC(=O)CNC(=O)c2ccncc2)cc1	1	1	1	-0.8	1	-0.9	-0.2	-0.8	0.2	-3.0	-4
CNS(=O)(=O)c1ccc(NC(=O)c2cc(-c3ccncc3)nc3ccc(Cl)cc23)cc1	5	-1	-1	-0.6	-2	1.0	0.0	0.9	-0.6	1.5	-10
O=C(NCc1ccc2c(c1)OCO2)C(=O)NC1CCCCC1	9	-3	6	-1.0	0	0.4	-0.6	0.7	-1.9	0.8	8
Cc1ccc(S(=O)(=O)Nn2cnnc2)cc1	-2	2	-5	-2.2	-2	-1.7	0.1	-0.3	1.3	-0.9	0
O=C(CCCCC(=O)NCc1cccs1)NCc1cccs1	-8	-1	0	-0.7	1	-0.9	-0.1	-0.5	0.0	-1.1	-4
CCN(CC)S(=O)(=O)c1cccc(C(=O)N[C@H](C(=O)NC2=NCCS2)C(C)C)c1	-13	-1	0	-1.1	-4	-0.5	-0.4	0.8	0.6	2.2	8
COc1cc(NC(=O)c2ccc(Cl)cc2Cl)ccc1-c1cc2ccccc2oc1=O	-3	9	2	-0.8	2	-0.7	0.0	-1.0	-0.2	-0.6	-31
CC(C)(C)OC(=O)NCc1cc(F)ccc1/C=C/S(=O)(=O)NCc1ccc(F)cc1	-14	-1	-3	-1.5	-2	-2.2	-1.6	.	.	-1.7	14
N#C/C(=C\c1ccc(-c2ccccc2Cl)o1)C(=O)Nc1nc2ccccc2s1	0	7	4	-0.5	-1	2.5	0.4	-0.9	0.9	4.1	3
COc1ccccc1Nc1ncc(C(=O)N2CCC(C(N)=O)CC2)c2ccccc12	1	-1	-10	-1.0	-2	-0.6	0.9	1.2	1.8	1.2	-11
Cc1ccc(S(=O)(=O)Nc2nc3ccccc3nc2NCC2CCCO2)cc1 (centres undefined)	-13	2	1	-1.4	-4	-1.6	0.0	1.3	2.8	-0.1	-206
Cc1noc(C)c1CCC(=O)N1CCCC(N2CCN(c3ccc(F)cc3)CC2)C1 (centres undefined)	1	2	2	-1.4	-3	-2.1	-1.5	1.1	-0.3	2.2	-32
COc1cccc(OCC(O)CNC(C)c2ccccc2)c1 (centres undefined)	2	1	-1	-1.2	0	0.7	0.2	0.5	-0.7	-0.7	2
O=C(NCc1ccco1)C1CC(c2ccccc2C(F)(F)F)=NO1 (centres undefined)	-7	-1	4	-1.3	0	-1.1	-0.2	0.1	-2.2	-2.0	-1
Cc1nn2c(NCCOCCO)c3c(nc2c1-c1ccccc1)CCC3	8	-3	-3	-1.4	-1	0.8	-0.3	2.2	0.1	1.0	-11
COC(=O)[C@@]12C[C@@H](CC(=O)N3CCN(C(=O)C4CC4)CC3)C(=O)N(Cc3ccco3)C1=CCC(C)(C)C2	7	-8	1	-1.2	-4	-1.5	1.0	.	.	2.9	-9
O=C(c1ccc2c(=O)n(-c3ccccc3)c(=S)[nH]c2c1)N1CCCCC1	6	-5	1	-2.9	-5	-3.8	-4.3	-2.5	-2.8	-2.0	5
CC1CCN(c2nc(-c3cccnc3)nc3scc(-c4ccccc4)c23)CC1	2	3	6	-1.3	2	3.4	-0.1	-0.9	0.0	3.3	-4
COc1ccc(CNC(=O)C(CCSC)NC(=O)c2ccco2)cc1 (centres undefined)	5	-2	5	0.2	3	2.8	-0.9	-1.2	1.1	0.6	8
COCCn1c(SCC(=O)Nc2ccc3c(c2)OCCO3)nnc1-c1c[nH]c2ccccc12	-5	-3	-5	-1.4	-1	-2.9	-1.0	-0.3	2.5	-1.9	4
O=C1CCC[C@H]2C[C@H](NCc3cccnc3)CC[C@]23CCCN13	0	1	-1	-0.7	.	1.1	.	.	.	-0.3	-7
COc1ccccc1N1C(=O)c2cccc3c(N(C)CCO)ccc(c23)C1=O	-28	6	7	-1.6	0	2.9	-0.2	1.0	2.0	-0.6	-12
COc1cc(OC)cc(C(=O)NCCc2ccc(OC)c(OC)c2)c1	3	-3	5	-1.3	0	-1.3	-0.2	.	-0.3	0.3	3
